D1 antagonist: blocks dopamine activation of the human D1 receptor; actives 3.2% (n = 360,000); HEK293 TREx D1 cells, calcium flux, dopamine EC80; stronger effect = lower value; activity change, negative = inhibition, % at 10 µM; P21728; in the data active = activity change below about -30%; also: % is scaled to controls: 0 for no effect and ±100 for the full control effect
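Antagonism measured as reduced calcium response to an EC80 dopamine addition following 180 s compound pre-read; cells were inducible HEK293 Trex D1 plated overnight at 30 C, read kinetically at 1 cycle/sec.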
D1 agonist: human D1 receptor agonism; HEK293 T-REx D1 cells, calcium flux, agonist mode; activation, % at 2 µM; actives 1% (n = 360,000); AID 504660; in the data active = activation above about 30%; also: 0% is about no effect
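Inducible HEK293 T-REx D1 cells, force-coupled to calcium signalling, were plated at 4000 cells/well with tetracycline and held overnight at 30 C. After no-wash calcium dye loading, compound-evoked calcium rise over 180 s flagged agonists.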
D2 PAM: positive allosteric modulators of human D2 dopamine receptor | HEK293 T-REx D2, calcium flux, EC20 dopamine potentiation | P14416 | actives 0.34% (n = 340,000) | potentiation, % at 10 µM | AID 485347;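 active = potentiation over 3 SD above the plate norm, cut at about 30% in these data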; also: 0% is about no effect
Target sequence (P14416 whole entry, looked up): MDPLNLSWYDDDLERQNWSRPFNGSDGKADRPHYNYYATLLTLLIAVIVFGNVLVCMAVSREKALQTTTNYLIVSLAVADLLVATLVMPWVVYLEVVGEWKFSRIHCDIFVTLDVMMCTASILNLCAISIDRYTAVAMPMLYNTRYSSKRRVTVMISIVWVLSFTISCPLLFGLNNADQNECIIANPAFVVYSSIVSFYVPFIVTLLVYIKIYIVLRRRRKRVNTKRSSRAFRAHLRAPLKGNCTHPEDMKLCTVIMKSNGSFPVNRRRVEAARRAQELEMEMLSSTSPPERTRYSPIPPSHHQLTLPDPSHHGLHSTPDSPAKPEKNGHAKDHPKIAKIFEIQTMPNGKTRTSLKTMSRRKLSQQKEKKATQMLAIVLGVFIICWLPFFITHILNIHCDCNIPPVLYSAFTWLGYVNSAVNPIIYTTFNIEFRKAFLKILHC
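Potentiation of an EC20 dopamine calcium response measured kinetically over 180 s, after a preceding 180 s compound-only read flagging agonists. Cells: inducible Hek293 Trex D2 line, 4000/well, cultured overnight at 30 C before dye loading.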
Vif-A3F inh: Vif-A3F binding inhibition; Potency, µM (highest dose often 46.1 µM), inactives show top-dose activity, negative = active; AID 602313; actives 0.2% (n = 390,000); HeLa A3F-eYFP + Vif (tagged APOBEC3F with the HIV-1 protein that degrades it), YFP fluorescence increase; also: potency is read from the fitted curve at half-maximal effect; % of control where 0% means no effect; nearly all actives have a fitted effect of over 65% in size
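Fluorescence increase (Ex 488/Em 500-530) after overnight compound treatment at 37 deg C flags inhibition of Vif-driven A3F-eYFP loss in stable HeLa A3F-eYFP/Vif cells seeded overnight beforehand.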
LDHA inh: blocks human lactate dehydrogenase A; P00338; purified LDHA, NADH/diaphorase-resazurin fluorescence; stronger effect = lower value; activity change, % (values are at about 110 or 230 µM); actives 0.15% (n = 480,000); AID 1347041; in the data active = activity change below about -30%; inconclusive = mostly about -25% to -30%;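 also: plate controls were DMSO wells for no effect and wells without enzyme for full effect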
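Human LDH5 at 2 nM final in Tris HCl pH 7.4 with 0.06 mM NADH and 0.2 mM pyruvate, reacted 5 minutes at room temperature. Remaining NADH coupled via diaphorase/resazurin; resorufin fluorescence read at 0 and 20 minutes, normalized to enzyme-free and DMSO wells.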
D1 potentiator: potentiators of human D1 dopamine receptor; actives 0.036% (n = 360,000); P21728; HEK293 TREx D1 cells, calcium flux, dopamine EC20 potentiation; potentiation, % at 10 µM; AID 504651; in the data active = potentiation above about 30%; also: 0% is about no effect
GRP78 ERSR act: inducers of ER stress response in human glioma cells; actives 0.02% (n = 420,000); Potency, µM, without a hit: top-dose activation, most hits filed as activators; U87-MG GRP78 promoter luciferase reporter, 16 h; AID 602332; also: potency is read from the fitted curve at half-maximal effect; series mostly up to about 76 µM; % of control where 0% means no effect; nearly all actives have a fitted effect of over 35% in size
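ERSR induction read as luciferase luminescence (Bright-Glo, 10 min at room temperature) in stably transfected human U87-MG glioma cells exposed to compounds for 16 h, using GRP78 as sensor.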
RXFP1 ag: activates the human relaxin receptor RXFP1. Potency, µM (doses to about 57.5 µM), without a hit: at the highest dose activation, most hits filed as activators. Q9HBX9. HEK293T-RXFP1 cAMP TR-FRET, 30 min; response scale: percent of porcine relaxin response, buffer zero. actives 0.3% (n = 370,000); also: potency is read from the fitted curve at half-maximal effect; % is scaled to controls: 0 for no effect and ±100 for the full control effect; nearly all actives have a fitted effect of over 60% in size; many of its hits are not listed in these tables
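HEK293 cells stably expressing RXFP1, treated 30 min at 37C with compounds plus PDE4 inhibitor Ro 20174; cAMP measured by HTRF TR-FRET. Normalized to buffer and 29 nM porcine relaxin; EC50 by Hill fit.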
Vif-A3G inh: inhibitors of Vif-APOBEC3G interaction; HeLa A3G-eYFP + Vif (tagged APOBEC3G with the HIV-1 protein that degrades it), YFP fluorescence, overnight; Potency, µM (series often up to 46.1 µM), for the others: top-dose activity, negative = active, actives largely listed as inhibitors; actives 0.076% (n = 410,000); AID 602310;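 also: potency is read from the fitted curve at half-maximal effect; % is scaled to controls: 0 for no effect and ±100 for the full control effect; nearly all actives have a fitted effect of over 60% in size; hits raise eYFP signal because A3G escapes Vif-driven loss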
Target sequence (Q9HC16 whole entry, looked up): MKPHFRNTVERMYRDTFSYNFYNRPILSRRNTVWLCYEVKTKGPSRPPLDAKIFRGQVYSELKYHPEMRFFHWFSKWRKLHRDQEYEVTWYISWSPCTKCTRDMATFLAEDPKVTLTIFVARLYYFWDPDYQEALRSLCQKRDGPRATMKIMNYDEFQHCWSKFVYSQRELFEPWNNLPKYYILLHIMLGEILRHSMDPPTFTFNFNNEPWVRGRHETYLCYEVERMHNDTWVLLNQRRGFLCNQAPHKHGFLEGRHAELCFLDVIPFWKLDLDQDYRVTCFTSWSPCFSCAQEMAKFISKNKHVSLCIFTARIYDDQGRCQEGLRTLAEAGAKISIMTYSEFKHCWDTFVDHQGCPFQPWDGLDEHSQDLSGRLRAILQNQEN
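Read-out is eYFP fluorescence (Ex 488/Em 500-530) from Vif-expressing HeLa A3G-eYFP cells; more signal means A3G escaped Vif-mediated degradation. Cells plated overnight, compound pinned in, incubated overnight at 37 deg C.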
* marks the source's active call; other numbers are inactive results; ? = inconclusive; . = not tested or not shown. Unless noted, calls follow the shape of the dose curve; as a rule, active = well fitted curve in the direction sought with a large enough effect; inconclusive = small, poorly fitted or top-dose-only effect, or another doubt; inactive = no such curve, though single readings can be large; an effect the other way counts as inactive or inconclusive.

SMILES,Vif-A3G inh,D1 potentiator,D1 agonist,D1 antagonist,LDHA inh,Vif-A3F inh,GRP78 ERSR act,RXFP1 ag,D2 PAM
Cc1nc(NC(=O)c2c(-c3ccccc3)c(-c3ccccc3)nn(C)c2=O)sc1C,0%,5,-1,9,-9,7%,0%,-1.7%,-2
Cc1nc(CC(=O)Nc2nc(C(C)(C)C)cs2)cs1,-2%,-7,12,-38*,-5,.,3%,1.2%,4
CC1CCN(c2ccc(-c3cccc(NC(=O)c4ccco4)c3)nn2)CC1,-1%,1,0,9,-9,-7%,-9%,0.1%,-17
O=c1cc(CSc2ccc(Cl)cc2)nc(-c2ccncc2)[nH]1,-8%,3,1,1,-16,22%,0%,-0.1%,14
CC(C)Cc1ccc(C(C)NC(=O)Cc2ccc(S(=O)(=O)N3CCOCC3)s2)cc1 (centres undefined),2%,-2,23,-8,0,10%,-2%,1.6%,18
Fc1ccc(CSc2ccc3nnc(-c4cccs4)n3n2)cc1,3%,-2,1,4,-8,0%,0%,0.0%,.
Cn1c(=NC(=O)C2=NNC(=O)CC2)sc2ccccc21,-4%,3,0,12,-5,-3%,8%,7.3%,-2
O=C1NC(NS(=O)(=O)c2ccccc2)(C(F)(F)F)C(=O)N1c1cccc(Cl)c1 (centres undefined),1%,-7,3,5,-9,-2%,-4%,-1.0%,5
Cc1ccc2[nH]c(O)c(N=NC(=O)CCc3ccccc3)c2c1Br,-1%,-3,2,1,5,6%,-5%,1.2%,-2
CCOC(=O)CC1COc2ccccc2N1C(=O)c1ccc(F)cc1 (centres undefined),0%,0,0,4,-10,1%,1%,-1.0%,13
CCc1ccc(NC(=O)Cn2c(=O)n(CCC(C)C)c(=O)c3cccnc32)cc1,0%,-2,1,5,-3,1%,-3%,?,12
COc1cn(-c2ccccc2)nc1C(=O)OCC(=O)Nc1ccc(C)c(C)c1,-7%,1,2,-8,-5,8%,0%,15%,-5
CC(NCC(O)COCc1cccs1)C1CC2CCC1C2 (centres undefined),0%,-5,4,5,-4,-7%,0%,-1.1%,-15
Cc1ccc2nc(SCc3nnc(-c4cccs4)o3)[nH]c2c1,-10%,-1,1,-37*,-4,3%,0%,4.1%,-12
CCC(C)NC(=O)c1ccc2c(c1)N(Cc1cccc(Cl)c1)C(=O)c1ccccc1S2=O (centres undefined),-7%,1,4,-6,-2,-5%,-4%,-0.5%,-5

The results go on.
SMILES,Vif-A3G inh,D1 potentiator,D1 agonist,D1 antagonist,LDHA inh,Vif-A3F inh,GRP78 ERSR act,RXFP1 ag,D2 PAM
Cc1ccc(CN2C(=O)NC(Cc3c[nH]c4ccccc34)C2=O)cc1 (centres undefined),0%,3,5,6,0,8%,-3%,-1.0%,18
COc1cccc(-c2ccc(SCC(=O)N3CCc4ccccc43)nn2)c1,.,0,2,-9,.,.,.,-0.2%,2
O=C(CSCc1ccc(Cl)cc1Cl)Nc1ccccc1C(=O)Nc1ccc(C(=O)O)cc1,-4%,0,1,-11,-4,-19%,9%,-0.5%,-2
Cc1cc(C)c(Cn2c3ccccc3c3cnn(CC(=O)NC4CCCCCC4)c(=O)c32)c(C)c1,-5%,-1,-1,-6,-10,-9%,-3%,1.5%,7
COc1cccc(C(=O)N/N=C2/SCC(=O)N2CCc2ccc(OC)c(OC)c2)c1,1%,1,0,6,-3,-1%,-1%,-0.2%,9
CC(C)Cc1nnc(NC(=O)c2cc([N+](=O)[O-])ccc2N2CCOCC2)s1,-1%,-3,6,-18,-4,-16%,2%,0.9%,13
CCN(CC(=O)Nc1ccc(NC(C)=O)cc1)CC(=O)Nc1ccccc1C(=O)c1ccccc1,-2%,-4,0,0,-2,-3%,1%,4.0%,7
COc1ccccc1-c1nnc(SCC(=O)NC2CCS(=O)(=O)C2)n1N (centres undefined),5%,-5,0,-25,-2,0%,-5%,1.4%,-2
COCCn1c(COc2ccc(Cl)cc2)nnc1SCC(N)=O,-2%,3,1,-4,-9,3%,-3%,0.0%,-1
O=C(NCCc1cccc(Cl)c1)c1ccc(OC2CCN(Cc3ccccn3)CC2)cc1,0%,-10,9,-17,1,-3%,-10%,3.7%,6
CCOC(=O)c1cc2cc(OCc3ccccc3)ccc2nc1C,0%,-7,8,1,0,2%,-2%,0.0%,2
CCc1cc(=O)oc2c(CN3CCCC3)c(O)c(Cl)cc12,-2%,-2,0,18,-7,-2%,-3%,11%,5
Cc1ccc(N2C(=O)C3CCCN3C2=S)cc1Cl (centres undefined),0%,-4,5,-12,-2,13%,6%,1.7%,-6
O=S(=O)(c1cc(Cl)ccc1Br)N1CCOCC1,2%,9,1,19,1,-2%,-1%,1.0%,4
COc1cccc(Nc2nc(-c3sc(C)nc3C)cs2)c1,-20%,-17,0,-28,4,1%,0%,1.4%,8

Next part.
SMILES,Vif-A3G inh,D1 potentiator,D1 agonist,D1 antagonist,LDHA inh,Vif-A3F inh,GRP78 ERSR act,RXFP1 ag,D2 PAM
CCCC(C)C(=O)Nc1cc(S(=O)(=O)N2CCCCC2)ccc1N1CCOCC1 (centres undefined),-3%,.,3,-3,-9,-8%,-3%,0.7%,6
Cc1ccc(-c2nn(C)c(=O)c3ccccc23)cc1CNC(=O)NC1CCCCC1,1%,8,2,5,-6,4%,-6%,2.6%,.
O=C(Nc1ccc(S(=O)(=O)N2CCCCC2c2cccnc2)cc1)c1ccc(F)cc1 (centres undefined),-11%,-1,3,-20,-2,-1%,-8%,0.5%,0
Cc1c(C(=O)OC2CCC(C)CC2)[nH]c2c1C(=O)CCC2 (centres undefined),-4%,-1,4,-25,-5,-4%,-1%,1.9%,-7
CCn1c(SCC(=O)c2c(N)n(C)c(=O)n(C)c2=O)nc2sc(C)c(C)c2c1=O,.,2,2,3,.,.,.,10%,5
COc1ccc(/C=N/NC(=O)COc2ccc3ccccc3c2)c(C(=O)O)c1OC,-2%,-8,0,-8,-4,1%,-5%,-0.6%,12
O=C(/C=C/Nc1ccc(Br)cc1F)c1ccccc1,-1%,0,2,8,-8,-12%,-11%,1.0%,-1
Cc1cccc(OCc2nnc(SCC(=O)N(c3ccccc3)C3CCS(=O)(=O)C3)o2)c1 (centres undefined),6%,-4,0,-2,-15,1%,-4%,2.3%,1
COc1ccc(C2CC(c3ccc(Br)cc3)=NN2C(=O)CCC(=O)O)cc1OC (centres undefined),-2%,-7,-2,1,-11,2%,-5%,3.5%,1
O=C(Nc1ccc(Br)cc1Cl)NC1CC1,0%,0,0,-5,-2,1%,4%,0.8%,-2
CCCCN(CC)C(=O)c1n[nH]c(=O)c2ccccc12,-4%,-6,0,-8,2,0%,-2%,-1.8%,-7
COc1cccc(NC(=O)CN(C)C(=O)c2c(-c3ccccc3)noc2C)c1,1%,9,3,-10,-4,3%,-1%,-0.9%,.
C=CCOc1ccc(/C=C/C(=O)OCC(=O)NCc2cccc(OC)c2)cc1,-3%,-10,16,-22,-8,-4%,-3%,-0.1%,4
Cc1cccc(NC(=O)COc2cccc3c2CCN(C)C3=O)c1C,0%,-2,11,8,-4,13%,-2%,-2.2%,0
COc1ccc(CNC(=O)c2c(C)cc(=O)oc2C)cc1OC,-1%,-3,1,2,-3,-6%,-2%,2.5%,-7

Continued.
SMILES,Vif-A3G inh,D1 potentiator,D1 agonist,D1 antagonist,LDHA inh,Vif-A3F inh,GRP78 ERSR act,RXFP1 ag,D2 PAM
CCCCC1C2C(=O)N(c3ccccc3)C(=O)C2ON1c1ccccc1 (centres undefined),-1%,-4,5,13,0,-1%,-1%,-0.5%,-3
COc1ccc(N2CCN(C(=O)COC(=O)c3ccc(CSC)o3)CC2)cc1,-12%,2,1,-2,6,1%,-2%,0.6%,-2
COc1ccc(C2c3c(oc4ccccc4c3=O)C(=O)N2CCCN2CCOCC2)cc1 (centres undefined),-4%,.,.,.,0,1%,0%,.,.
COc1cc2c(C(=O)NCc3ccccn3)cn(CC(C)C)c(=O)c2cc1OC,1%,2,3,8,2,-12%,-4%,8.0%,8
NC(=O)N/N=C/c1coc2ccc3ccccc3c2c1=O,-7%,-11,1,-71*,-2,-14%,-1%,-0.3%,4
COC(=O)CSc1ccc2c(N)c(C(=O)OC)sc2c1,1%,-4,-1,-18,-4,4%,-7%,6.6%,4
Cc1ccc(NC(=O)CSc2nnnn2-c2ccc3c(c2)OCO3)cc1C,-9%,-1,-2,12,-7,-2%,-10%,-0.7%,0
O=C(NCC1CCCO1)C(c1cccs1)N(C(=O)c1ccc(-c2ccccc2)[nH]1)C1CCCC1 (centres undefined),1%,0,4,4,-4,2%,1%,-2.3%,11
COc1ccc(CCNC(=O)COC(=O)c2cc(S(=O)(=O)NCc3ccccc3)ccc2O)cc1OC,-1%,4,2,-3,-8,-10%,-5%,-0.9%,-7
O=C(NCc1ccncc1)c1nc(-c2ccc(C(F)(F)F)cc2)no1,1%,-10,8,-39*,-2,2%,-3%,0.0%,6
CC(C)Sc1nc2ccccc2n2cnnc12,-8%,-7,-1,8,-2,-10%,0%,29%,3
c1ccc(Oc2ccc3ccccc3n2)cc1,-4%,4,1,-9,-10,3%,2%,0.6%,0
COc1ccc(C(C(=O)NC2CCCC2)N(C(=O)c2ccco2)c2ccc(OC)c(OC)c2)cc1 (centres undefined),-2%,-2,1,2,-6,-3%,-3%,0.4%,5
CCCc1cc(=O)[nH]c(SCC(=O)Nc2cccc(S(=O)(=O)N3CCCCC3)c2)n1,-1%,.,6,-3,3,2%,-2%,-0.4%,-10

Bioassay records deposited in PubChem BioAssay by National Center for Advancing Translational Sciences (NCATS).

Some of the compounds tested. The share of hits here may be higher or lower than overall.
